POLB inh: qHTS Assay for Inhibitors of DNA Polymerase Beta | Pol beta primer extension/strand displacement, fluorescence kinetic | Potency, µM (top dose mostly 114 µM), inactives show at the top dose activity change, negative = inhibition, hits mostly inhibitors | 340,000 tested, 1.3% active | P06746; further: potency means the concentration at half of the fitted maximal effect; on the % scale 0 is the no-effect control and ±100 the full control effect
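Enzyme-only controls used 10 nM Pol beta; buffer lacking enzyme served as negative control. Compound preincubated 15 min, then 50 nM substrate added; 0 and 10 min reads at room temperature.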
Pol eta inh: qHTS for Inhibitors of Polymerase Eta. DNA polymerase eta (Homo sapiens), Q9Y253. recombinant Pol eta, fluorescent DNA replication assay. Potency, µM (titrated, usually from 114 µM), without a hit: at the highest dose activity change, negative = inhibition, actives largely listed as inhibitors. 390,000 tested, 1.2% active. AID 588591, 2011; further: potency means the concentration at half of the fitted maximal effect; on the % scale 0 is the no-effect control and ±100 the full control effect
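Pol eta at 10 nM preincubated with compounds 15 min at room temperature; reaction started with fluorescent substrate (50 nM final) and read kinetically at 0 and 10 min.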
Anesthetic bind: qHTS Assay for Identification of Novel General Anesthetics; 350,000 tested, 0.074% active; Ferritin light chain (Equus caballus), P02791; Potency, µM (highest dose often 77.5 µM), for inactives: top-dose activity change, negative = displacement, usual class: inhibitors; apoferritin/1-aminoanthracene competitive binding, fluorescence; further: potency means the concentration at half of the fitted maximal effect; on the % scale 0 is the no-effect control and ±100 the full control effect; nearly all actives have a fitted effect of over 20% in size
Target sequence (P02791 2-175 limits assumed): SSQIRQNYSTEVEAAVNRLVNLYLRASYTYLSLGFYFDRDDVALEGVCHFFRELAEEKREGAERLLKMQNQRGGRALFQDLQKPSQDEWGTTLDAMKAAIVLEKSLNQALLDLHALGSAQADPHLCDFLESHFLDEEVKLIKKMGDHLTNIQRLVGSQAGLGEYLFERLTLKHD
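Concentration-response curves derived by four-parameter Hill fitting of normalized fluorescence, where compounds displaced 1-AMA from 10 uM horse apoferritin following a brief 10 min room-temperature incubation; propofol titration acted as positive control.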
LDHA block: qHTS assay for inhibitors of human lactate dehydrogenase | 480,000 tested, 0.15% active | AID 1347041, 2019 | activity change, % (values are at about 110 or 230 µM) | purified LDHA, NADH/diaphorase-resazurin fluorescence; active compounds read low; in the data active means activity change below about -30%; inconclusive means mostly about -25% to -30%;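 further: plate controls were DMSO wells for no effect and wells without enzyme for full effect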
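Resorufin fluorescence (ex540/em590), read at 0 and 20 min after diaphorase/resazurin addition, reports the NADH left after a 5 min room-temperature reaction of 2 nM human LDH5 with 0.06 mM NADH and 0.2 mM pyruvate.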
BLM helicase inh: qHTS Assay for Inhibitors of Bloom's syndrome helicase (BLM) | AID 2528, 2010 | recombinant BLM DNA unwinding, fluorescence dequenching | 350,000 tested, 0.2% active | Potency, µM (highest dose often 56.1 µM), without a hit: top-dose activity change, negative = inhibition, actives largely listed as inhibitors;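 further: potency means the concentration at half of the fitted maximal effect; plate controls were vehicle for no effect and no enzyme for full effect; nearly all actives have a fitted effect of over 35% in size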
Pol iota inh: qHTS for Inhibitors of Polymerase Iota | Pol iota fluorescent replication assay, 10 min | Potency, µM (top dose mostly 115 µM), inactives show top-dose activity, negative = inhibition, most hits filed as inhibitors | 390,000 tested, 1% active | AID 588590, 2011; further: potency means the concentration at half of the fitted maximal effect
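Pol iota at 10 nM preincubated 15 min with compounds at room temperature; reaction started with fluorescent substrate, 50 nM final. Fluorescence read kinetically at 0 and 10 min; buffer-only wells as negative control.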
POLK inh: qHTS for Inhibitors of Polymerase Kappa. DNA polymerase kappa (Homo sapiens), Q9UBT6. purified Pol kappa, fluorescent DNA synthesis assay, 10 min. Potency, µM (doses to about 107 µM), for inactives: at the highest dose activity, negative = inhibition, hits mostly inhibitors. 400,000 tested, 0.53% active; further: potency means the concentration at half of the fitted maximal effect; on the % scale 0 is the no-effect control and ±100 the full control effect
Target sequence (Q9UBT6 whole entry, looked up): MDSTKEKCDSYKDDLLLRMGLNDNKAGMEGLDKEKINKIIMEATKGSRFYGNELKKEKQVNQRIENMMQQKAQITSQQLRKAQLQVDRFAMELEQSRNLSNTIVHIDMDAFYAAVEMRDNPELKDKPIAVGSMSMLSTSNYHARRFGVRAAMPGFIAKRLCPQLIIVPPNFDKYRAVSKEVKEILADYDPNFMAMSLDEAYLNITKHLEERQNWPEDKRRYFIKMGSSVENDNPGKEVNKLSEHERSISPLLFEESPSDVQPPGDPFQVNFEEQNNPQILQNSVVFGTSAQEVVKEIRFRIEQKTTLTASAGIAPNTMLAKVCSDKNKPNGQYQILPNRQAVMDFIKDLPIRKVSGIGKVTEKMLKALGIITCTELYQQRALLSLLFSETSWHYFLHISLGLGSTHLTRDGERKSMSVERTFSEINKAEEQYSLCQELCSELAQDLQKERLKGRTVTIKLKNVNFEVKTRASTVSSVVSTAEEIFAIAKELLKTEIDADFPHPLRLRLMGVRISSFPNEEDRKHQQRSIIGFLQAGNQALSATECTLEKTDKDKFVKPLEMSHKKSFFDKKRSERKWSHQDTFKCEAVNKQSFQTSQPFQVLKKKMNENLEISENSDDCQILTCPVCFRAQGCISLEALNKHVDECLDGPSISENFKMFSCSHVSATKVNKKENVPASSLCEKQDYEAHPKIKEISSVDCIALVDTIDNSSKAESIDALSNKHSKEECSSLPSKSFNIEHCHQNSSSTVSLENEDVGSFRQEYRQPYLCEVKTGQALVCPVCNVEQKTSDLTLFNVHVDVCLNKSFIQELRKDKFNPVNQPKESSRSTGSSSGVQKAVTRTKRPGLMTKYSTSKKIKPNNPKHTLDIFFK
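Kinetic fluorescence readout at 0 and 10 min followed reaction start with substrate at 50 nM final. Beforehand, enzyme (10 nM Pol kappa) stood 15 min with compound at room temperature; buffer-only wells were negative controls.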
APE1 inh: qHTS Assay for Inhibitors of the Human Apurinic/apyrimidinic Endonuclease 1 (APE1). DNA repair nuclease/redox regulator APEX1 (Homo sapiens), P27695. recombinant APE1, TAMRA/BHQ-2 abasic DNA cleavage fluorescence. Potency, µM (doses to about 65.8 µM), without a hit: at the highest dose activity change, negative = inhibition, actives largely listed as inhibitors. 350,000 tested, 0.35% active;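 further: potency means the concentration at half of the fitted maximal effect; plate controls were vehicle for no effect and reference inhibitor for full effect; nearly all actives have a fitted effect of over 55% in size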
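0.75 nM APE1 + cpd, 15 min RT; start w/ 50 nM TAMRA/BHQ-2 THF-abasic dsDNA; kinetic fluor 525/598 nm ×3 reads @60 s; Δ(read3−read1); normalized to DMSO and NSC13755 control wells.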
Glioma ERSR ind: qHTS for Inducers of the Endoplasmic Reticulum Stress Response (ERSR) in Human Glioma: qHTS. U87-MG GRP78 promoter luciferase reporter, 16 h. Potency, µM, for the others: at the top dose activation, most hits filed as activators. 420,000 tested, 0.02% active. AID 602332, 2012; further: potency means the concentration at half of the fitted maximal effect; series mostly up to about 76 µM; % of control where 0% means no effect; nearly all actives have a fitted effect of over 35% in size
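ERSR induction read as luciferase luminescence (Bright-Glo, 10 min at room temperature) in stably transfected human U87-MG glioma cells exposed to compounds for 16 h, using GRP78 as sensor.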
* marks the source's active call; other numbers are inactive results; u = inconclusive; x = no result given; & = joins results of further samples; [ ] = another dose, or the depositor's remark. Unless noted, the call rests on the fitted dose curve; in most records, active means well fitted curve in the direction sought with a large enough effect; inconclusive means small, poorly fitted or top-dose-only effect, or another doubt; inactive means no such curve, though single readings can be large; an effect the other way counts as inactive or inconclusive. The list is partial (hit frequency here may not be typical).

SMILES	POLB inh	Pol eta inh	Anesthetic bind	LDHA block	BLM helicase inh	Pol iota inh	POLK inh	APE1 inh	Glioma ERSR ind
C=CCN=C1N[C@@H](c2ccc(Br)cc2)C(C(=O)OC)=C(C)N1Cc1ccccc1	8%	x	-21%	-16	2%	8%	-2%	-3%&43%	-8%
O=C(Nc1ccccc1OC(F)F)c1oc2ccccc2c1COc1ccccc1	8%	-9%	2%	-3	-8%	0%	-22%	0%	1%
CC(C)C(O)(C#CCN1CCCC1)c1ccccc1 (stereo unspecified)	23%	-9%	-15%	3	-1%	18%	3%	0%	-5%
O=C(Nc1ccc2[nH]c(=O)[nH]c2c1)c1ccc(Cl)c(Cl)c1	2%	-22%	3%	1	-5%	81%[activator]	-6%	-2%	3%
Cc1sc2cc3c(c(C(=O)c4ccccc4)[n+]2c1C)-c1cccc2cccc-3c12	u	u	-6%	-2	105%[activator]	39%[activator]	-9%	-15%	-4%
COC(=O)c1ccccc1NC(=O)CSc1nc(O)c(-c2ccccc2)c(=O)[nH]1	u	u	-7%	0	-11%	84%[activator]	-19%	-1%	-2%
Cc1ccc(C(=O)N/N=C\c2sccc2C)cn1	-7%	-8%	-5%	-9	-7%	-20%	-17%	0%	-1%
CS(=O)(=O)C1=NSC2=NC(=O)/C(=C\c3ccc(OC(=O)c4ccco4)c(Br)c3)C(=N)N21	u	50µM*	-4%	-4	-7%	u	-29%	47%[activator]	2%
CC(C)NC(=O)NC(=O)COC(=O)c1ccc(S(=O)(=O)NCc2ccco2)cc1	x	-22%	x	-2	x	-8%	-15%	-1%	-8%
COc1ccccc1NS(=O)(=O)c1ccc(C(=O)NCC(c2cccs2)N2CCOCC2)cc1 (stereo unspecified)	x	2%	x	-5	x	8%	-13%	39%	-3%
Cc1cc(C(=O)OCC(=O)c2cccc([N+](=O)[O-])c2)c2cccc(C)c2n1	u	u	u	-2&1	-23%	1%	-14%	-8%	-2%
CC(=O)NCC(=O)OCC(=O)Nc1ccc(C(C)=O)cc1	0%	-7%	-17%	2	7%	2%	7%	-4%	0%
O=C(Nc1ccc(N2CCOCC2)c(Cl)c1)c1ccc([N+](=O)[O-])o1	-25%	-20%	-17%	0	-3%	11%	7%	4%	-11%
CC12CC3(C)CC(C)(C1)CC(C(=O)NC(=S)NC(C)(C)C)(C2)C3	56%	-12%	0%	0	-9%	21%	10%	-1%	-4%
O=C(O)CCCn1nc(-c2ccccc2)c2ccccc21	0%	-8%	-9%	-12	2%	0%	-18%	-8%	-3%
CC1=C(c2ccccc2)CCC1=O	x	-8%	x	-7	x	29%	0%	x	-1%
COc1cc(Cl)c(C)cc1NC(=O)CCn1cnc2onc(-c3ccc(F)cc3)c2c1=O	0%	-7%	8%	-14	-4%	-13%	7%	x	-4%
COc1ccc(NC(=O)CSc2ccc(C)cc2)cc1	1%	-4%	-10%	0	3%	-7%	-21%	6%	4%
N=c1n(Cc2ccc(Cl)cc2)c2ccccc2n1CC(O)COc1ccccc1 (stereo unspecified)	27%	-18%	-20%	-3	-10%	47%[activator]	-13%	-2%	-13%
CCCCOc1ccc(C(=O)Nc2ccc(OCC(=O)N3CCOCC3)cc2)cc1	42%	-19%	-5%	1	-7%	21%	0%	20%	0%

Record cards (already shown). Order of screens: POLB inh | Pol eta inh | Anesthetic bind | LDHA block | BLM helicase inh | Pol iota inh | POLK inh | APE1 inh | Glioma ERSR ind
Entry for COc1ccccc1NS(=O)(=O)c1ccc(C(=O)NCC(c2cccs2)N2CCOCC2)cc1 (stereo unspecified) → x | 2% | x | -5 | x | 8% | -13% | 39% | -3%
Entry for CC12CC3(C)CC(C)(C1)CC(C(=O)NC(=S)NC(C)(C)C)(C2)C3 → 56% | -12% | 0% | 0 | -9% | 21% | 10% | -1% | -4%

2 of these compounds, set out differently:
Results follow in this order: POLB inh	Pol eta inh	Anesthetic bind	LDHA block	BLM helicase inh	Pol iota inh	POLK inh	APE1 inh	Glioma ERSR ind
O=C(Nc1ccccc1OC(F)F)c1oc2ccccc2c1COc1ccccc1
 : 8%	-9%	2%	-3	-8%	0%	-22%	0%	1%
CC(C)C(O)(C#CCN1CCCC1)c1ccccc1 (stereo unspecified)
 : 23%	-9%	-15%	3	-1%	18%	3%	0%	-5%

More records.
SMILES	POLB inh	Pol eta inh	Anesthetic bind	LDHA block	BLM helicase inh	Pol iota inh	POLK inh	APE1 inh	Glioma ERSR ind
Cc1nc(CS(=O)(=O)c2ccc(Cl)cc2)cc(Sc2ccc(Cl)cc2)n1	1%	u	-16%	-3	-7%	3%	-9%	6%	-5%
N#Cc1nc(N2CCCCC2)nc(N2CCCCC2)n1	x	x	x	0	x	21%	-3%	x	-3%
Cc1cc(C(=O)NCc2ccccc2Cl)c2ccccc2n1	28%	-19%	u	-3	-4%	-3%	-4%	34%	0%
CCCCC(=O)Nc1cc(C(=O)NCCc2ccccc2)ccc1Cl	-4%	-3%	-11%	5	-3%	u	-14%	3%	-5%
N#CC1=C(N)Oc2cc(O)ccc2C1c1cccnc1 (stereo unspecified)	4%	-18%	-2%	-1	-2%	4%	-1%	-4%	-3%
CCc1ccccc1NC(=O)c1cc(C2CC2)on1	2%	-1%	u	-2	0%	-8%	-20%	-2%	-2%
CC(=O)c1c(N2CCN(CCO)CC2)nc(=S)n(-c2ccccc2)c1C	62%	-3%	-2%	-2	0%	68%[activator]	-13%	1%	2%
COC(=O)c1ccc2c(c1)N(CC(=O)Nc1ccc(C)c(C)c1)C(=O)c1ccccc1S2	-6%	-15%	-16%	-8	-3%	10%	-9%[60.1 µM]	x	3%
C#CCOCCOCCOCCNc1nc(N2CCN(C(=O)[C@H](CCC(=O)O)n3cc(C(N)CO)nn3)CC2)nc(N2CCN(C(=O)[C@H](Cc3ccc(O)cc3)n3cc(C(N)[C@H](C)CC)nn3)CC2)n1 (stereo partly specified)	3%	2%	-9%	-10	-1%	u	-12%	-10%	-4%
CCOC(=O)NN=C1CN(S(=O)(=O)c2ccc(C)cc2)C1	44%	-2%	-4%	-2	-3%	41%[activator]	2%	-7%	2%
COc1cc(-c2nc(-c3ccc(-c4ccccc4)nc3OC)no2)cc(OC)c1OC	5%	x	-12%	x	0%	x	x	0%	x
Cc1ccc(-n2cc(CN(C)Cc3ncc[nH]3)c(-c3cccc(C)c3)n2)cc1	0%	-25%	-20%	1	-1%	11%	-4%	5%	-5%
CCC(=O)OC1(C)C(=O)C=C2C=C(c3ccc(C#N)cc3)OC=C2C1=O (stereo unspecified)	x	45µM*	x	12	0%	20µM*	u	15%	-3%
CCOc1ccccc1NC(=O)CSc1nnc(-c2cccnc2)o1	x	0%	x	-7	x	24%	-7%	2%	-1%
c1ccc(-c2noc(-c3ccc4c(c3)OCO4)n2)nc1	u	-5%	3%	2	-9%	6%	-4%	-2%	-12%
Cc1ccc(C)c(NC(=O)Cn2nnc(C(=O)NCCc3ccccc3)c2N)c1	u	-24%	2%	-16	-8%	-19%	-15%	x	-2%
Cc1n[nH]c(=O)c2ccccc12	30%	-8%	4%	-1	-1%	-24%	-7%	2%	-3%
CC(C)C(NC(=O)C1CCCCC1)C(=O)Nc1ccncc1 (stereo unspecified)	22%	-14%	-5%	-1	0%	10%	1%	4%	-5%
O=C(N/N=C/c1ccc([N+](=O)[O-])o1)c1ccccc1NS(=O)(=O)c1cccs1	u	56µM*	-7%	5	-4%	40µM*	-25%	1%	-3%
CC(NC(=O)CSc1nc2ccccc2c(=O)n1CCCO)c1ccccc1 (stereo unspecified)	-4%	-9%	-18%	4	-3%	2%	1%	1%	1%

Gathered by group, those above containing fluorine
SMILES	POLB inh	Pol eta inh	Anesthetic bind	LDHA block	BLM helicase inh	Pol iota inh	POLK inh	APE1 inh	Glioma ERSR ind
O=C(Nc1ccccc1OC(F)F)c1oc2ccccc2c1COc1ccccc1	8%	-9%	2%	-3	-8%	0%	-22%	0%	1%
COc1cc(Cl)c(C)cc1NC(=O)CCn1cnc2onc(-c3ccc(F)cc3)c2c1=O	0%	-7%	8%	-14	-4%	-13%	7%	x	-4%

Among those listed so far, these have a cyano group:
SMILES	POLB inh	Pol eta inh	Anesthetic bind	LDHA block	BLM helicase inh	Pol iota inh	POLK inh	APE1 inh	Glioma ERSR ind
N#Cc1nc(N2CCCCC2)nc(N2CCCCC2)n1	x	x	x	0	x	21%	-3%	x	-3%
N#CC1=C(N)Oc2cc(O)ccc2C1c1cccnc1 (stereo unspecified)	4%	-18%	-2%	-1	-2%	4%	-1%	-4%	-3%
CCC(=O)OC1(C)C(=O)C=C2C=C(c3ccc(C#N)cc3)OC=C2C1=O (stereo unspecified)	x	45µM*	x	12	0%	20µM*	u	15%	-3%
